FEN1 inhibitor = human FEN1 inhibition. AID 588795. actives 0.35% (n = 390,000). Recombinant FEN1 flap cleavage, fluorescence, 15 min. Potency, µM (series often up to 114 µM), for the others: at the highest dose activity change, negative = inhibition, usual class: inhibitors. P39748; also: nearly all actives have a fitted effect of over 65% in size
Target sequence (P39748 whole entry, looked up): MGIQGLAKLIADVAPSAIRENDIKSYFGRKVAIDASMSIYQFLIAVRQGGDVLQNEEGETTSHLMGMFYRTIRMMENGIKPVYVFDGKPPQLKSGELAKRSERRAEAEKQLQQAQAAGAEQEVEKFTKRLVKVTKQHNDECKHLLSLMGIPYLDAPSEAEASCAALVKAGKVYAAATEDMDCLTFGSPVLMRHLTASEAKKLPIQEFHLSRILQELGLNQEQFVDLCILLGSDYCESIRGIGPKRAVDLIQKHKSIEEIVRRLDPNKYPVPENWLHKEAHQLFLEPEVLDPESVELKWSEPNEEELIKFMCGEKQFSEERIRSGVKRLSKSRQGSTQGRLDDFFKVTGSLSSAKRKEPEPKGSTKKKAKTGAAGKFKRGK
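FEN1 at 10 nM preincubated with compounds 15 min at room temperature, then flap DNA substrate added at 50 nM final. Signal read at 0 and 15 min; concentration-response fitted with four-parameter Hill equation.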
DT40 TDP1 CPT = DT40-hTDP1 cell growth loss with CPT; chicken DT40 Tdp1-/-;hTDP1 cells + 20 nM CPT, ATP luminescence, 48 h; Potency, µM (highest dose often 46.2 µM), without a hit: at the highest dose activity change, negative = growth inhibition, hits mostly inhibitors; actives 12% (n = 420,000); AID 686979; also: nearly all actives have a fitted effect of over 55% in size
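Chicken DT40 Tdp1-/- cells stably complemented with human TDP1 were seeded at 400 cells/well in medium containing 20 nM camptothecin, exposed to pin-transferred compounds, and grown at 37 °C for at least 48 hr. Viability was read as ATP luminescence.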
GCN5L2 inh = inhibitors of human GCN5L2 histone acetyltransferase; Potency, µM (top dose mostly 58.9 µM), inactives show top-dose activity change, negative = inhibition, hits mostly inhibitors; GCN5L2 HAT assay, ThioGlo1 CoA-SH fluorescence; actives 0.21% (n = 390,000); Q92830
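Compounds, pin-transferred from DMSO stocks, meet 20nM GCN5L2 for 15 min before the reaction begins with H3(1-25) peptide (75uM) and acetyl-CoA (70uM). Thiol-reactive ThioGlo1 reports CoA release over 20 min at room temperature.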
* marks the source's active call; other numbers are inactive results; ? = inconclusive; . = no result given; & = joins results of further samples. Calls follow the shape of the dose curve; as a rule, active = well fitted curve in the direction sought with a large enough effect; inconclusive = small, poorly fitted or top-dose-only effect, or another doubt; inactive = no such curve, though single readings can be large; an effect the other way counts as inactive or inconclusive. % is scaled to controls: 0 for no effect and ±100 for the full control effect; potency is read from the fitted curve at half-maximal effect. Only part of the results is shown, so the mix of outcomes need not match the whole.

SMILES | FEN1 inhibitor | DT40 TDP1 CPT | GCN5L2 inh
O=C(Nc1nc2ccccc2n1Cc1ccc(Cl)cc1)c1ccco1 | 0% | ? | -5%
CC(C)[C@H](NC(=O)c1ccccc1Cl)C(=O)OCC(=O)NCc1ccc2c(c1)OCO2 | 0% | -19% | -1%
COc1ccc2c(c1)C(=O)N1[C@H]3c4cc(Cl)ccc4OC[C@@H]3[C@H](c3ccccc3)[C@]1(C)C(=O)N2 | 0% | ? | 1%
CC(=O)NS(=O)(=O)c1ccc(NC(=O)c2ccc(S(=O)(=O)N3CCCC3)cc2)cc1 | -7% | -1% | -2%
CCON1C(=O)C2(CCCCC2)C(=O)C12C=CCCC2 (stereo unspecified) | 6% | 14% | .
Cc1cccc(C(=O)Nc2ccc3nc(SCC(=O)N4CCc5ccccc54)sc3c2)c1 | 8% | 5.8µM* | -5%
O=C(Nc1ccc(F)cc1)C(Cc1ccccc1)n1cccc1 (stereo unspecified) | -6% | ? | -7%
CCOC(=O)CNC(=O)N1CCc2ccc(NC(=O)c3ccccc3OC)cc2C1 | 2% | ? | -10%
CCC(Cn1nnc2ccccc2c1=O)NC(=O)Nc1cccc(Cl)c1 (stereo unspecified) | -8% | -19% | -1%
COc1cccc(CNC(=O)c2cc3cc(C)ccc3n2C)c1 | -1% | -15% | -2%
COc1ccc(OC)c(CCNC(=O)CCCn2c(=O)c3cccn3c3ccccc32)c1 | 23% | 18µM* | -8%
O=C(NC(NC(=S)N1CCOCC1)C(Cl)(Cl)Cl)c1cccc2ccccc12 (stereo unspecified) | -6% | ? | -4%

Shown with each value named: entries from further up
> CC(=O)NS(=O)(=O)c1ccc(NC(=O)c2ccc(S(=O)(=O)N3CCCC3)cc2)cc1
  FEN1 inhibitor: -7%; DT40 TDP1 CPT: -1%; GCN5L2 inh: -2%
> CCON1C(=O)C2(CCCCC2)C(=O)C12C=CCCC2 (stereo unspecified)
  FEN1 inhibitor: 6%; DT40 TDP1 CPT: 14%; GCN5L2 inh: .

The list continues.
SMILES | FEN1 inhibitor | DT40 TDP1 CPT | GCN5L2 inh
CN(C(=O)c1cccc(NC(=O)Cc2ccc(NC(=O)C3CCN(C(=O)C4CC4)CC3)cc2)c1)C1CC1 | -12% | 3% | .
CC(C)S(=O)(=O)c1csc(NC(=O)Nc2ccc(Cl)cc2)c1 | -28% | 7.3µM* | -3%
CCCCC(=O)OCC(=O)Nc1ccc(OC(F)F)cc1 | 0% | 1% | 0%
S=C(NCCc1ccccc1)NCCc1ccccc1 | -2% | ? | -6%
O=C(/C=C/c1ccco1)OCC(=O)N1CCCCC1 | 2% | -6% | -11%
COc1ccc2sc(-c3ccc(S(C)(=O)=O)cc3)c(C(=O)NCCc3c[nH]c4ccccc34)c2c1 | -10% | 21µM* | -7%
CCc1cccc(N2C(=O)N(CC(=O)NCc3cccc(OC)c3OC)c3ccccc3S2(=O)=O)c1 | -5% | 13µM* | 5%
CCC(=O)Nc1ccc(S(=O)(=O)N2CCOCC2)cc1 | -2% | -8% | -5%
CC(=O)Nc1ccc(SCC(=O)c2cc(C)n(Cc3cccs3)c2C)cc1 | -10% | -16% | 9%
COc1ccc(NC(=O)c2cc3nc(-c4ccc(C)c(C)c4)cc(C(F)(F)F)n3n2)cc1 | -14% | -21% | -3%
Cc1ccc(N2C(=O)N3[C@H](c4ccc(Br)cc4)[C@@H]4C(=O)N(C(C)(C)C)C(=O)[C@@H]4[C@]3(C)C2=O)cc1 | -2% | ? | -8%
CC1CCCC(NC(=O)CSc2ncccn2)C1C (stereo unspecified) | 1% | -6% | -20%

Next part (four carried over from the part before).
SMILES | FEN1 inhibitor | DT40 TDP1 CPT | GCN5L2 inh
CC(=O)Nc1ccc(SCC(=O)c2cc(C)n(Cc3cccs3)c2C)cc1 | -10% | -16% | 9%
COc1ccc(NC(=O)c2cc3nc(-c4ccc(C)c(C)c4)cc(C(F)(F)F)n3n2)cc1 | -14% | -21% | -3%
Cc1ccc(N2C(=O)N3[C@H](c4ccc(Br)cc4)[C@@H]4C(=O)N(C(C)(C)C)C(=O)[C@@H]4[C@]3(C)C2=O)cc1 | -2% | ? | -8%
CC1CCCC(NC(=O)CSc2ncccn2)C1C (stereo unspecified) | 1% | -6% | -20%
O=C(COC(=O)COc1ccccc1[N+](=O)[O-])Nc1ccccc1Br | -2% | 10% | -3%
Cc1cccc2cc(CN(Cc3ccc4c(c3)OCO4)Cc3nnnn3C3CCCC3)c(=O)[nH]c12 | -2% | ? | -8%
COc1ccc(N(CC(=O)NN=C2CCN(C)CC2)S(=O)(=O)c2ccccc2)c(OC)c1 | 0% | 1% | -2%
CCOc1ccc(N(CC(=O)N2CCN(C(=O)CN(c3ccc(OCC)cc3)S(C)(=O)=O)CC2)S(C)(=O)=O)cc1 | -1% | -20% | -12%
CCOc1ccccc1NC(=S)N1CCN(c2ccc(OC)cc2)CC1 | -6% | -29% | -6%
Cc1ccc(C)c(OCCC(=O)OCC(=O)N2c3ccccc3NC(=O)C2(C)C)c1 | 1% | -21% | -10%
CC1(OC(=O)C2CCCC2)C(=O)C=C2C=C(c3ccsc3)N(C3CCCCC3)C=C2C1=O (stereo unspecified) | -24% | 21µM* | -2%
COc1cccc2c1O/C(=N\O)C(C(=O)Nc1cccc(Br)c1)C2 (stereo unspecified) | -7% | -19% | 6%
CC(=O)N=c1c(C#N)cc2c(=O)n3ccccc3nc2n1CCCOC(C)C | 11% | -2% | 1%
Cn1c(N)c(C(=O)COC(=O)CCC(=O)c2ccc(F)cc2)c(=O)n(C)c1=O | -9% | -5% | -3%
COc1cccc(NC(=O)C2CCCN(S(=O)(=O)c3cccc4cccnc34)C2)c1 (stereo unspecified) | -17% | ? | 1%
COC(=O)CN(c1ccc(C)cc1)S(=O)(=O)c1ccc2c(c1)n(C)c(=O)c(=O)n2C | -2% | 1% | -3%
COc1cccc(N2CCN(Cc3ccsc3)CC2)c1 | 0% | -2% | 1%
Oc1c(C(c2ccccc2)N2CCc3ccccc3C2)sc2ncnn12 (stereo unspecified) | 16% | ? | -29%
CCCc1cc(=O)[nH]c(Nc2ccc(N3CCCCC3)cc2)n1 | 6% | ? | -4%
COc1ccc(NC(=O)C2CC(c3ccccc3O)=NO2)cc1OC (stereo unspecified) | 16% | -10% | -11%
COc1ccc(-c2cnnn2-c2ccc([N+](=O)[O-])cc2)cc1 | 6% | 6% | -4%
O=C(NC1CC1)C1CCN(C(=O)c2ccc(Cl)cc2Cl)CC1 | 11% | -1% | 0%
CC(C)C[C@H](NC(=O)c1nc[nH]c1C(=O)NCc1ccccc1)C(=O)OCc1ccccc1 | -9% | ? | -20%
O=C(Nc1ccccc1N1CCCCC1)c1ccc(-c2cc(Cl)ccc2Cl)o1 | -2% | -2% | .
Cn1nnnc1Sc1ncnc2scc(-c3ccc(F)cc3)c12 | -8%&9% | 16µM* | -3%
Cc1nn(Cc2ccccc2Cl)c2sc(C(=O)NC(C)(C)C)cc12 | -13% | -1% | -5%
Clc1ccc(N2CCN(c3ncnc4c3cnn4-c3ccccc3)CC2)cc1Cl | 8% | ? | 4%
O=C(CN(C(=O)c1ccco1)c1cccc(F)c1)NCc1ccc(F)cc1 | -9% | 3% | -5%

Whole records, quoted from the list:
Shown for CCCc1cc(=O)[nH]c(Nc2ccc(N3CCCCC3)cc2)n1 : FEN1 inhibitor: 6%; DT40 TDP1 CPT: ?; GCN5L2 inh: -4%
Shown for Cn1nnnc1Sc1ncnc2scc(-c3ccc(F)cc3)c12 : FEN1 inhibitor: -8%&9%; DT40 TDP1 CPT: 16µM*; GCN5L2 inh: -3%
Shown for COc1ccc(-c2cnnn2-c2ccc([N+](=O)[O-])cc2)cc1 : FEN1 inhibitor: 6%; DT40 TDP1 CPT: 6%; GCN5L2 inh: -4%

(more compounds)
SMILES | FEN1 inhibitor | DT40 TDP1 CPT | GCN5L2 inh
Cc1ccc(NC(=O)c2ccc(OCc3c(C)noc3C)cc2)cc1C | -17% | ? | -10%
Cc1ccccc1NC(=O)NC1CCCCCCC1 | 18% | -9% | -2%
CC(C)Sc1ncc(Cl)c(C(=O)Nc2ccc(S(=O)(=O)N3CCCCC3C)cc2)n1 (stereo unspecified) | 9% | ? | -11%
CC1(C)CC(=O)C2=C(C1)OC(N)=C(C#N)C2c1ccc2c(c1)OCO2 (stereo unspecified) | 5% | 12% | -9%
COc1ccccc1S(=O)(=O)Cc1ccc(C(=O)NCc2ccc(C)cc2)o1 | -10% | -26% | 1%
Cc1cc(NC(=O)[C@H](C)NC(=O)c2ccco2)ccc1Br | 2% | -8% | -10%
CCOC(=O)N1CCN(c2nc(-c3cccc(OC)c3)cc(C(F)(F)F)n2)CC1 | -12% | ? | -12%
O=C(CCSCc1cccc(Cl)c1)NC1CCCC1 | 9% | -4% | 30%
COc1ccc2cc(S(=O)(=O)NC3CC(C)(C)NC(C)(C)C3)ccc2c1 | 1% | -28% | -25%
Cc1ccc(NC(=O)c2ccc(NC(=O)N3CCSc4ncccc43)cc2)c(C)c1 | -4% | ? | -3%
Cc1ccc(S(=O)(=O)N2CCOCC2)cc1C(=O)OCC(=O)Nc1ccc2[nH]c(=O)[nH]c2c1 | ? | -4% | -8%
C/C(=N\NC(=O)c1nn(C)cc1Cl)c1ccncc1 | -3% | 2% | -2%
O=[N+]([O-])c1cc(/C=N/NC(=S)Nc2ccccc2Cl)ccc1Cl | 4% | ? | -2%
Cc1[nH]c2ccccc2c1N=Nc1c(C)n(C)n(-c2ccccc2)c1=O | -2% | 21µM* | -13%
CCCC[C@H]1COCCS(=O)(=O)N1Cc1ccc(Br)cc1 | -22%&-20% | ? | -21%
Cc1nnc(SCC(=O)NNC(=O)COc2ccc(Br)cc2)n1C | -9% | 1% | -7%
CC1(C)CCC2(C(=O)O)CC[C@]3(C)C(=CCC4[C@]5(C)CCC(O)C(C)(C)C5C(O)C[C@]43C)C2C1 (stereo partly specified) | . | -2% | 27%
C=CCNC(=O)Nc1ccc2nc(C)sc2c1 | 4% | 16µM* | -15%
CC1=NNC(=O)C1CCC(=O)N/N=C/C(Br)=C/c1ccccc1 (stereo unspecified) | 2% | 2.9µM* | 0%
COc1ccc(Nc2ncnc3ccc(C)cc23)cc1 | 15% | ? | -4%
Cc1nc2c(c(C)nn2-c2ccccc2)c(C)c1CCC(=O)Nc1ccc(F)cc1 | 9% | ? | -2%
Cc1ccc(CN2CCN(Cc3cccn3-c3ccccn3)CC2CCO)cc1 (stereo unspecified) | 0% | ? | 1%
Cc1cc(C)n(-c2nc(NCCC(C)C)c3c4c(sc3n2)COC(C)(C)C4)n1 | 10% | 9.2µM* | 1%
O=C(NCCc1ccccc1)c1cccc(NC(=O)C2CCCCC2)c1 | -3% | ? | .
O=S(=O)(c1cc(Cl)c(Cl)cc1Cl)N1CCN2CCCC2C1 (stereo unspecified) | -4% | ? | ?
Cn1c(=O)c2cc(S(=O)(=O)NC(C(=O)Nc3cccnc3)c3ccccc3)ccc2n(C)c1=O (stereo unspecified) | 21% | -22% | -12%
COc1ccc(Cl)cc1-c1n[nH]c(=S)n1Cc1ccccc1 | 11% | ? | -3%
Nc1[nH]n(-c2ccccc2)c(=O)c1N=Nc1ccc2ncsc2c1 | -16% | ? | -3%
Cc1cc(C)cc(-n2c(SCC(=O)N3CCCC3)nc3c([nH]c4ccccc43)c2=O)c1 | 21% | -7% | 0%
Cc1c(C(=O)N2CCCC2)sc(NC(=O)c2ccccc2)c1C#N | 2% | -4% | -7%
O=C(CCNS(=O)(=O)c1ccc2c(c1)CCN2C(=O)C1CC1)N1CCN(c2ccc(F)cc2)CC1 | 5% | 3.3µM* | -1%
COc1ccc(Oc2ncc3ncc(=O)n(CCC#N)c3n2)cc1 | . | 13% | 1%
C[N+](C)(C)CCN(Cc1ccc(Cl)cc1)c1ccccn1 | -7% | 18µM* | -12%
CCOC(=O)c1[nH]c(C)c(/C(O)=C2\C(=O)C(=O)N(CCCN3CCOCC3)C2c2cccs2)c1C (stereo unspecified) | -6% | 24% | -9%
CC(=O)c1c(C)[nH]c(C(=O)OCc2cc(=O)n3cc(Br)ccc3n2)c1C | -11% | -8% | -6%
CCN(CC(=O)NC1CCS(=O)(=O)C1)S(=O)(=O)c1cc(C)ccc1C (stereo unspecified) | 12% | 6% | -1%
COc1nnc(-c2ccc(N3CCCCC3)c(NC(=O)C3CCCCC3)c2)c2ccccc12 | 3% | -23% | -8%

High-throughput results deposited in PubChem BioAssay by National Center for Advancing Translational Sciences (NCATS).
